Assay outcomes (PubChem)
inhibitors of VEEV: inhibitors of VEEV TC-83 cytopathic effect, confirmation, Vero cells (AID 588727); inhibition, % at 20 µM, or IC50 in µM where a hit was titrated; 350,000 compounds, 0.13% hits; Vero cells, VEEV TC-83 cytopathic effect inhibition; higher % means a stronger effect; in the data active = a potency from the dose series; inconclusive = inhibition mostly from about 14% at the one dose, without a potency; inactive = the rest, 99 in 100 with inhibition below about 12%; also: strong numbers were not always called active
PhoP GFP inhibition: PhoP regulon inhibitors, Salmonella typhi PhoP promoter GFP reporter, confirmatory (AID 1850); 310,000 compounds, 0.33% hits; inhibition, % at 50 µM; hits with a dose series show IC50 in µM; Salmonella Typhi PhoP-promoter GFP reporter, fluorescence, 4 h; higher % means a stronger effect; in the data active = a potency from the dose series; inconclusive = inhibition mostly from about 25% at the one dose, without a potency; inactive = the rest, 99 in 100 with inhibition below about 19%;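 also: 0% = induced wells with vehicle and 100% = uninduced wells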
influenza NS1A: H1N1 influenza NS1A inhibitors, functional cell based assay (AID 504329) | NS1A functional cell-based assay, percent inhibition; higher % means a stronger effect | one-dose inhibition, % at 12.5 µM; IC50 in µM for titrated hits | 340,000 compounds, 0.3% hits; in the data active = a potency from the dose series; inconclusive = inhibition above about 27% without an active follow-up result; also: strong numbers were not always called active
tuberculosis growth: growth inhibition of non-replicating M. tuberculosis (AID 488890); one-dose inhibition, % at 25 µM; IC50 in µM for titrated hits; Mycobacterium tuberculosis non-replicating, growth inhibition; higher % means a stronger effect; 320,000 compounds, 0.39% hits; in the data active = a potency from the dose series; inconclusive = inhibition mostly from about 82% at the one dose, without a potency; inactive = the rest, 99 in 100 with inhibition below about 76%;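 also: plate controls were DMSO cells for no effect and high antibiotic wells for full effect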
H37Rv inhibition: M. tuberculosis growth inhibition, HTS (AID 449762) | M. tuberculosis H37Rv growth inhibition, 7H9 media; higher % means a stronger effect | inhibition, % at 25 µM, or IC50 in µM where a hit was titrated | 330,000 compounds, 0.59% hits; in the data active = a potency from the dose series; inconclusive = inhibition above about 70% without an active follow-up result;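 also: bacterial growth assessed after seven days of incubation; strong numbers were not always called active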
inhibitors of VEEV 10K pilot screen: further read-out of inhibitors of VEEV, marked with its call; inhibition, %; measured here: 10K pilot screen inhibition
The depositor's hits bear a star; i = inactive; ? = inconclusive; . = not tested or not shown; & = joins results of further samples.

SMILES | inhibitors of VEEV | PhoP GFP inhibition | influenza NS1A | tuberculosis growth | H37Rv inhibition | others
CCC(C)n1c(=O)c(C(=O)Nc2ccccc2S(N)(=O)=O)c(O)c2ccccc21 (configuration not stated) | i | -1% | 1% | -3% | 4% | inhibitors of VEEV 10K pilot screen=6.2
O=C(Nc1ccn(Cc2ccc(Cl)cc2)n1)c1ccccc1 | i | 5% | 3% | 73% | ?
O=S(=O)(NCCC1=CCCCC1)c1cccc(Br)c1 | i | 1% | -6% | 56% | 4%
OCC1OC(Oc2c[nH]c3ccccc23)C(O)C(O)C1O (configuration not stated) | i | -17% | 0% | 12% | 0%
CC(CN1CCOCC1)OC(=O)c1cccc(Br)c1 (configuration not stated) | 0.1% | 7% | -17% | 5% | 4%
CCCOc1ccc(-c2c(=O)n(OCc3ccc([N+](=O)[O-])cc3)c3ccccc3[n+]2[O-])cc1 | 0.7% | -4% | 24% | -2% | 37%
COc1ccc(CCNC(=O)C2CCN(C(=O)c3ccc(F)cc3)CC2)cc1OC | 0.8% | -6% | -17% | 8% | -3%
Cc1ccc(-c2nn3c(C)nnc3s2)cc1NC(=O)c1cccs1 | 0.9% | -5% | 0% | 8% | -2%
COCCNC(=O)CCC1CCN(Cc2cccc(Oc3ccccc3)c2)CC1 | 1.5% | 7% | -13% | -2% | -2%
CCN(CC)C(=O)c1ccccc1NS(=O)(=O)c1ccc(C)cc1 | i | 8% | 2% | 8% | 0%
CC(C)(C)n1ncc2c(=O)n(Cc3ccc(Cl)cc3)cnc21 | 6.8% | -4% | 4% | 6% | 4%
CCCCN(C(=O)CSc1nnc(-c2ccccc2)n1C)c1c(N)n(Cc2ccccc2)c(=O)[nH]c1=O | 2.4% | -3% | 7% | . | 4%
CC(C)CNC(=O)NC(=O)COC(=O)COc1ccc(Cl)cc1Cl | 0.3% | 2% | 4% | 40% | -5%
Clc1ccc2c(c1)C1OCCC1C(c1ccco1)N2 (configuration not stated) | i | -8% | 6% | 42% | -3%
CC1S/C(=N/N=C2CCC(C(C)(C)C)CC2)NC1=O (configuration not stated) | i | -1% | -4% | 10% | -3%
Cc1cccc2c(C(=O)O)c3c(nc12)CCCCC3 | 0.5% | -7% | -6% | -4% | -3%
CCc1c(C)nc2c(C#N)c[nH]n2c1=O | 2.7% | -1% | 6% | 7% | 2%
O=C(O)/C=C\C(=O)Nc1ccc(Oc2ccccc2)cc1 | 2.6% | 10% | -2% | 11% | 27%
CCN1CCc2c(sc(NC(=O)c3ccc(S(=O)(=O)N(C)c4ccccc4)cc3)c2C(=O)NC)C1 | ? | -24% | -5% | -13% | -10%
Cc1cccc(C)c1OCCCCc1c(C)n[nH]c1C | i | -4% | -8% | 77% | 11µM*
COc1ccc2sc3ccccc3c(=O)c2c1OC | 0.8% | -2% | 3% | -4% | -1% | inhibitors of VEEV 10K pilot screen=0.3
O=C(O)c1cccc(Nc2nc(N3CCOCC3)nc(N3CCOCC3)n2)c1 | 1.8% | -14% | -7% | -9% | -9%
COc1ccc(C[C@@H]2OC3(C=CC(=O)C=C3)O[C@H]2Cc2ccc(OC)cc2)cc1 | i | . | 3% | . | .
O=C(COc1ccc(F)cc1)NNC(=O)Cn1ccc(C(F)(F)F)n1 | 0.6% | . | 1% | 1% | 1%
COc1ccc(N2CCN(C3CCCN(C(=O)c4cccc(C)n4)C3)CC2)cc1 (configuration not stated) | i | -12% | 1% | -10% | -4%
The list continues:
SMILES | inhibitors of VEEV | PhoP GFP inhibition | influenza NS1A | tuberculosis growth | H37Rv inhibition | others
CC1(C)C(=O)N(c2ccccc2F)C(=O)c2ccccc21 | 0.7% | -6% | -2% | -2% | -4%
CCCCN1C(=O)NC(c2cccc([N+](=O)[O-])c2)C(C(=O)OCC)=C1C (configuration not stated) | i | -1% | -1% | 9% | -4%
CN1C[C@@H]2[C@@H]3C(=O)N(Cc4ccccc4)C(=O)[C@@H]3[C@](Cc3ccccc3)(C1=O)N2C(=O)c1ccc(Cl)cc1 | 0.0% | . | -6% | . | .
CCN(CC)C(=O)c1ccc(NC(=O)COc2ccc([N+](=O)[O-])cc2Cl)cc1 | i | -7% | 2% | -8% | 6%
CC(=O)c1c(C)[nH]c(C(=O)CSc2nc3ccccc3c(=O)n2CCCO)c1C | 12% | -16% | -10% | 16% | 11%
O=C1/C(=N\S(=O)(=O)c2cccs2)C([n+]2cccc(Cc3ccccc3)c2)=C([O-])c2ccccc21 | 3.7% | -28% | . | 21% | 2%
O=C1c2ccccc2-c2onc3ccc(NCc4ccco4)c1c23 | 9.5% | -53% | 26% | ? | 17%
CNC(=O)CCn1nc(-c2ccc(C)cc2)c2ccccc2c1=O | i | 1% | -11% | 10% | -17%
C/C(=N/NS(=O)(=O)c1ccc(C(C)C)cc1)c1ccncc1 | 1.4% | -6% | -10% | -10% | -8%
O=C(c1ccc(Cl)cc1)C1CCN(C(=O)NC2CCCCC2)CC1 | i | 2% | 27% | 59% | 9%
CN(Cc1nc2ccccc2n1C)S(C)(=O)=O | 3.2% | -11% | -1% | 1% | -3%
c1csc(C2Nc3cccc4cccc(c34)N2)c1 | i | 12% | 2% | 80% | -7%
COc1ccc(CN(C)C(=O)COC(=O)c2ccc(-c3ccccc3)cc2)c(OC)c1OC | 7.2% | . | -8% | . | .
COc1cccc2c1C(=O)CC1C2CCC2CC(=O)CCC21C (configuration not stated) | 0.9% | 8% | -8% | -3% | -7%
Cn1cccc1C(=O)OCc1ccc(F)cc1 | i | 17% | -4% | 6% | -15%
O=C(COc1ncnc2ccccc12)c1ccc2c(c1)OCCO2 | 9.3% | 2% | 3% | 11% | -13%
Cc1c(CC(C)C)nc(N)c(C#N)c1-c1ccccc1 | 1.2% | 8% | 10% | 6% | 3%
CN1CCN(c2ccc(NC(=O)c3ccc(Oc4ccccc4)cc3)cc2)CC1 | ? | 9% | 9% | ? | 5%
Cc1noc(C)c1COc1ccccc1C(=O)N1CCN(S(=O)(=O)c2ccccc2C#N)CC1 | 6.3% | . | 0% | . | .
Cc1ccc(S(=O)(=O)C(C#N)c2nc3ccccc3nc2N2CCCC2)cc1C (configuration not stated) | 0.1% | -7% | -10% | 6% | -13%
CCn1c(COc2ccc(C)cc2)nnc1SCC(=O)C(C)(C)C | 1.4% | 2% | -4% | 32% | 2%
C/C(CCC(C)C)=N\Nc1cc(C)c2ccccc2n1 | 1.8% | 10% | 11% | -2% | -8%
Cn1c(=O)c2c(ncn2CC(=O)N/N=C/c2cn[nH]c2-c2ccc(F)cc2)n(C)c1=O | 1.1% | 3% | -1% | 6% | 4%
Cc1c(-c2ccccc2)oc2c(C(=O)N3CCN(c4ccccc4F)CC3)cccc2c1=O | 5.2% | -6% | -6% | -23% | 2%
CC(C)(C)c1ccc(COn2ccnc2)cc1 | 2.1% | 10% | -2% | 42% | 4%

Pulled by structure from above, four records:
SMILES | inhibitors of VEEV | PhoP GFP inhibition | influenza NS1A | tuberculosis growth | H37Rv inhibition | others
COc1ccc(C[C@@H]2OC3(C=CC(=O)C=C3)O[C@H]2Cc2ccc(OC)cc2)cc1 | i | . | 3% | . | .
CNC(=O)CCn1nc(-c2ccc(C)cc2)c2ccccc2c1=O | i | 1% | -11% | 10% | -17%
Cc1noc(C)c1COc1ccccc1C(=O)N1CCN(S(=O)(=O)c2ccccc2C#N)CC1 | 6.3% | . | 0% | . | .
CCN(CC)C(=O)c1ccc(NC(=O)COc2ccc([N+](=O)[O-])cc2Cl)cc1 | i | -7% | 2% | -8% | 6%

(next part)
SMILES | inhibitors of VEEV | PhoP GFP inhibition | influenza NS1A | tuberculosis growth | H37Rv inhibition | others
O=C(CSc1ccccc1)Nc1cccnc1 | 0.4% | 6% | 3% | 41% | 1%
NC(=O)c1cccc(-c2noc(-c3ccccc3F)n2)c1 | 0.2% | . | 9% | -14% | -7%
COc1ccc(S(=O)(=O)N2CCC(C(=O)N[C@@H](C)C(=O)NCc3ccncc3)CC2)cc1 | i | -4% | -1% | 3% | 0%
CCNc1nc(Oc2ccc(C#N)cc2)cc(C(F)(F)F)n1 | 3.8% | 2% | 0% | 30% | 5%
c1ccc(Oc2cccc(Oc3ccccc3)n2)cc1 | 0.9% | -11% | -5% | 4% | 40%
COCCSc1nc2c(c(=O)[nH]c(=O)n2C)n1CCC(C)C | 1.5% | -6% | 2% | -10% | 4%
N/C(=N\OC(=O)c1ccc([N+](=O)[O-])cc1Cl)c1ccccn1 | 7.1% | -2% | -5% | 7% | 8%
c1coc(-c2nnc(-c3cccs3)o2)c1 | i | -2% | 0% | 72% | -26%
Cc1ccc(S(=O)(=O)NNC(=S)Nc2cccc(C)c2C)cc1 | 0.8% | 0% | 9% | -8% | 9%
CCN1CCN(c2ccc(S(=O)(=O)N3CCOCC3)cc2N)CC1 | 0.8% | . | -7% | -3% | -13%
CC(=O)OC1CCC2C3CCC4=C(CC(F)C(=O)C4)C3CCC12C (configuration not stated) | 0.9% | . | -13% | . | .
C#CCOCCOCCOCCNc1nc(N2CCN(C(=O)CCCCCCCCCCNC(=O)[C@H]([C@@H](C)CC)n3cc(CCCCN=C(N)N)nn3)CC2)nc(N2CCN(C(=O)CCCCCCCCCCNC(=O)[C@H](CO)n3cc(CCCSC)nn3)CC2)n1 | ? | 1% | -17% | ? | ?
O=C(Nc1cccnc1)c1ccc(Cl)cc1[N+](=O)[O-] | 1.2% | 22% | 6% | -4% | 4%
Cc1ccc(C(=O)Nc2cccc(C(F)(F)F)c2)cc1NC(=O)c1csc(-c2ccncc2)n1 | 12%&5.5% | -12% | -2% | 7% | ?
O=C(NCc1ccccc1)NCC12CC3CC(CC(C3)C1)C2 | 0.7% | 5% | 4% | 4% | -1%
Cc1onc(-c2ccccc2Cl)c1C(=O)N1CCC(C(N)=O)CC1 | 0.2% | . | -7% | . | .
O=C(NC(c1ccccc1)c1ccccc1)C1CCCC1 | 1.6% | 1% | -5% | 1% | -8%
Cc1csc(SCc2nnc(-c3ccc(Cl)cc3)o2)n1 | i | -2% | -7% | ? | 2%
C=CCn1c(SCC#N)nc2sc(CC)cc2c1=O | 2.0% | 5% | -9% | 9% | -5%
COc1cc(-c2nc3n(n2)C(c2ccc(F)cc2)C2=C(CCCC2=O)N3)cc(OC)c1OC (configuration not stated) | 2.5% | 3% | 6% | 41% | 16%
CC(=O)NC(Cc1ccc(F)cc1)C(=O)O (configuration not stated) | 2.0% | -2% | -4% | -5% | -2%
COc1ccc(Cn2nnc3c(=O)[nH]c(C4CCCN(C(=O)c5ccccc5)C4)nc32)cc1 (configuration not stated) | 1.4% | 1% | 2% | . | -7%
COc1ccc(-n2nc(C(=O)NCC(=O)NCCN(C)C)c3ccccc3c2=O)cc1 | 0.2% | 5% | 2% | -10% | 0%
CCOc1ccccc1C(=O)NCC(=O)NCC(c1ccco1)N1CCCCC1 (configuration not stated) | 0.0% | -8% | 9% | 11% | -9%

A draw from above in order of molecular weight, smallest number first.
SMILES | inhibitors of VEEV | PhoP GFP inhibition | influenza NS1A | tuberculosis growth | H37Rv inhibition | others
CCNc1nc(Oc2ccc(C#N)cc2)cc(C(F)(F)F)n1 | 3.8% | 2% | 0% | 30% | 5%
N/C(=N\OC(=O)c1ccc([N+](=O)[O-])cc1Cl)c1ccccn1 | 7.1% | -2% | -5% | 7% | 8%
CCOc1ccccc1C(=O)NCC(=O)NCC(c1ccco1)N1CCCCC1 (configuration not stated) | 0.0% | -8% | 9% | 11% | -9%
